# Compound activity (PubChem BioAssay)
# XIAP displacement = XIAP antagonists, biochemical, IAP family, fluorescence polarization (AID 1018); XIAP BIR domain, fluorescence polarization peptide displacement; higher % means a stronger effect; displacement, % at 20 µM; hits with a dose series show IC50 in µM; 200,000 tested, 0.007% active; in the data active means displacement above about 50%; further: a part of the inactive calls stands beside numbers as strong as those of hits
# HIV fusion peptide = inhibitors of HIV fusion peptide binding, primary screen, biochemical, uHTS, fluorescence dequenching (AID 1986); cell-free peptide binding, fluorescence dequenching, 30 min; higher % means a stronger effect; one-dose inhibition, % at 20 µM; IC50 in µM for titrated hits; 290,000 tested, 0.3% active; in the data active means inhibition mostly above about 52%, no sharp cut-off; inactive means mostly below about 76%; further: some results filed as inactive read as strong as hits
# AID2073 = inhibitors of Mint1-CaV2.2 protein interaction, biochemical, HTRF (AID 2073); 290,000 tested, 0.19% active; inhibition, % at 20 µM; hits with a dose series show IC50 in µM; Voltage-dependent N-type calcium channel subunit alpha-1B (Homo sapiens); HTRF protein-protein interaction, Mint1-CaV2.2; higher % means a stronger effect; in the data active means inhibition mostly above about 51%, no sharp cut-off; inconclusive means no clear call, values can overlap the other calls; inactive means mostly below about 53%; further: some results filed as inactive read as strong as hits
# LYP phosphatase = inhibitors of LYP phosphatase, biochemical, fluorescence intensity, uHTS (AID 1779); recombinant LYP phosphatase, fluorescence intensity; higher % means a stronger effect; Tyrosine-protein phosphatase non-receptor type 22 (Homo sapiens); 290,000 tested, 0.054% active; inhibition, % at 11.5 µM, or IC50 in µM where a hit was titrated; in the data active means inhibition above about 50%;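 further: plate controls were vehicle with enzyme for no effect and no enzyme for full effect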
# SIAH1 antagonists = Siah-1 peptide-binding antagonists, primary screen, biochemical, fluorescence polarization, rhodamine-plectin, uHTS (AID 1817) | displacement, % at 20 µM, or IC50 in µM where a hit was titrated | E3 ubiquitin-protein ligase SIAH1 (Homo sapiens) | 290,000 tested, 0.02% active | Siah-1 / rhodamine-plectin peptide fluorescence polarization; higher % means a stronger effect;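 active means displacement of at least 50% at 20 µM, with a fluorescence ratio check between 0.3 and a set limit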;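 further: plate controls were Siah plus tracer with DMSO for no effect and tracer alone without Siah for full effect; strong numbers were not always called active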
# SV40 large T antigen = SV40 large T antigen inhibitors, biochemical (AID 1903); SV40 large T antigen ATPase/helicase inhibition assay; higher % means a stronger effect; 310,000 tested, 0.39% active; inhibition, % at 20 µM, or IC50 in µM where a hit was titrated; in the data active means a potency from the dose series; inconclusive means inhibition mostly from about 32% at the one dose, without a potency; inactive means the rest, 99 in 100 with inhibition below about 32%; further: strong numbers were not always called active
# RSV antiviral HEp-2 = RSV antiviral activity via CPE protection, HEp-2 cells, primary 10 µM value included (AID 2391). CPE inhibition, % at 10 µM, or IC50 in µM where a hit was titrated. 310,000 tested, 0.13% active. HEp-2 cells, RSV-induced CPE inhibition; higher % means a stronger effect; in the data active means a potency from the dose series; inconclusive means CPE inhibition mostly from about 23% at the one dose, without a potency; inactive means the rest, 99 in 100 with CPE inhibition below about 21%; further: strong numbers were not always called active
# Rac1 GTP hydrolysis = MgcRacGAP GTPase-activating activity inhibitors, confirmation, biochemical, ADP Hunter fluorescence; 340,000 tested, 0.6% active; AID 624330, 2012; inhibition, % at 30 µM; hits with a dose series show IC50 in µM; MgcRacGAP-stimulated Rac1 GTP hydrolysis, ADP Hunter fluorescence; higher % means a stronger effect; GST-tagged Rac1 F28L mutant substrate; Rac GTPase-activating protein 1 (Homo sapiens);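 active means first-screen hits whose inhibition reached a set limit at any dose in the follow-up dose series; inconclusive means inhibition above the set first-screen limit but never retested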;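 further: fluorescence reports GDP produced by GAP-driven GTP hydrolysis; strong numbers were not always called active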
# Dengue-2 NS5 capping = Dengue-2 NS5 methyltransferase inhibitors, primary screen, biochemical, confirmation dose response (AID 588689). Dengue-2 NS5 methyltransferase capping enzyme assay, biochemical; higher % means a stronger effect. inhibition, % at 25 µM; hits with a dose series show IC50 in µM. 340,000 tested, 0.3% active; in the data active means a potency from the dose series; inconclusive means inhibition above about 29% without an active follow-up result
# Numbers without * were called inactive; ? = inconclusive; / = not tested or not shown.
smiles	XIAP displacement	HIV fusion peptide	AID2073	LYP phosphatase	SIAH1 antagonists	SV40 large T antigen	RSV antiviral HEp-2	Rac1 GTP hydrolysis	Dengue-2 NS5 capping
CCOc1ccc(Br)cc1C(=O)N/N=C/c1cccc(C)n1	/	-0.3%	4%	-7%	8%	5%	0.5%	11%	-1%
CC(=O)Nc1ccc(S(=O)(=O)N(C)CC(=O)OC(C)C(=O)NC2CCCC2)cc1 (stereo not drawn)	/	0.5%	8%	-8%	4%	13%	-0.2%	5%	-6%
CCc1cccc(C)c1NC(=O)CSc1nnc(-c2cc3cc(Br)ccc3o2)n1CC	-1.8%	0.2%	8%	7%	4%	0%	6.4%	8%	-6%
CC(=O)Nc1ccc(S(=O)(=O)N2C3CCCC2CC(NC(=O)C2CCCCC2)C3)cc1 (stereo not drawn)	-3.6%	-2.0%	2%	-7%	-6%	2%	1.2%	6%	-7%
COC(=O)N1CCCc2cc(C)ccc21	-4.0%	0.7%	4%	-10%	9%	8%	0.3%	2%	-5%
O=C(Nc1ccc(-c2cc3ccccc3oc2=O)c(Cl)c1)c1cccnc1	-20%	-4.7%	11%	-5%	-2%	1%	7.1%	4%	0%
CSc1ncccc1C(=O)N1CCN(S(=O)(=O)c2ccccc2)CC1	/	-1.0%	6%	-8%	-3%	6%	0.7%	5%	-3%
CCC(C)N=C1Sc2nc3ccc(C)cc3cc2CN1CCOC (stereo not drawn)	-2.5%	0.5%	-7%	-3%	4%	13%	-1.0%	19%	-8%
CC1(C(=O)NCc2ccc(Cl)c(Cl)c2)Oc2cccnc2NC1=O (stereo not drawn)	-9.0%	0.2%	-8%	-6%	1%	13%	-1.9%	9%	6%
O=C(NCCCc1ccncc1)C1CCC(=O)N(CCc2cccc(F)c2)C1 (stereo not drawn)	/	0.9%	13%	-10%	4%	5%	-0.1%	-10%	3%
CCOC(=O)N1CCN(C(=O)c2cc(COc3cccc(C(C)=O)c3)on2)CC1	/	1.0%	9%	-10%	10%	5%	1.4%	4%	0%
COc1cc(/C=C2\SC(c3ccc(C)cc3)=NC2=O)ccc1O	-1.1%	37%	-4%	6%	-3%	23%	-2.2%	?	-21%

# A run of entries of the results above, for reference:
smiles	XIAP displacement	HIV fusion peptide	AID2073	LYP phosphatase	SIAH1 antagonists	SV40 large T antigen	RSV antiviral HEp-2	Rac1 GTP hydrolysis	Dengue-2 NS5 capping
CCOc1ccc(Br)cc1C(=O)N/N=C/c1cccc(C)n1	/	-0.3%	4%	-7%	8%	5%	0.5%	11%	-1%
CC(=O)Nc1ccc(S(=O)(=O)N(C)CC(=O)OC(C)C(=O)NC2CCCC2)cc1 (stereo not drawn)	/	0.5%	8%	-8%	4%	13%	-0.2%	5%	-6%

# Remaining list, next part:
smiles	XIAP displacement	HIV fusion peptide	AID2073	LYP phosphatase	SIAH1 antagonists	SV40 large T antigen	RSV antiviral HEp-2	Rac1 GTP hydrolysis	Dengue-2 NS5 capping
CCOC(=O)[C@@H]1[C@H]2COc3cc(OC)ccc3[C@@H]2N2C(=O)N(c3ccc(C(F)(F)F)cc3)C(=O)[C@]12C	/	1.0%	8%	1%	12%	9%	0.6%	5%	-4%
CCNC(=S)N1CCN(C(c2ccccc2)c2ccccc2)CC1	-8.6%	-1.9%	-14%	-2%	2%	8%	3.0%	10%	0%
CCC(Sc1nc2ncccc2[nH]1)C(=O)NC1CCC(C)CC1 (stereo not drawn)	/	0.1%	8%	-2%	-8%	6%	1.3%	6%	-6%
COc1cc(C(=O)Nc2nccs2)c(Br)c(OC)c1OC	1.2%	1.7%	-3%	3%	15%	11%	-0.4%	3%	-9%
NC(=O)NC(CC(=O)NCCc1ccc(S(N)(=O)=O)cc1)c1ccc(Cl)cc1 (stereo not drawn)	/	0.7%	3%	-3%	0%	8%	-1.2%	11%	-8%
O=C(c1ccco1)N(CCC(c1ccccc1)c1ccco1)Cc1ccc(F)cc1 (stereo not drawn)	-0.5%	5.7%	-5%	8%	0%	6%	3.6%	6%	-2%
CCc1c(O)nc(N2CCN(Cc3ccccc3)CC2)[nH]c1=O	-6.6%	4.7%	4%	1%	5%	-1%	-0.5%	0%	-2%
O=C(CCN1CCCCC1)c1ccccc1	-3.4%	-0.5%	0%	-7%	-2%	11%	2.4%	2%	-2%
Cc1occc1C(=O)N1N=C(C2CC2)CC1(O)C(F)(F)F (stereo not drawn)	-3.1%	-2.1%	-7%	-7%	0%	4%	1.3%	-1%	3%
Cc1cc(=O)[nH]c2c(C)cc(S(=O)(=O)N3CCOCC3)cc12	/	0.7%	-4%	-1%	3%	23%	0.7%	-3%	3%
Cc1cccnc1NC(=S)NC(=O)c1cncc(Br)c1	-3.1%	-0.7%	3%	-4%	1%	2%	1.8%	7%	5%
CCOc1ccccc1CN1CCN(S(=O)(=O)CC)CC1	-2.8%	27%	4%	0%	3%	-1%	-0.6%	22%	0%
O=C(CCCCCNC(=O)c1ccccc1)N/N=C/c1ccccc1O	1.7%	2.8%	9%	2%	-1%	3%	1.0%	4%	-1%
CC(=O)Nc1c(C(=O)C2CC2)oc2ccccc12	-8.3%	1.2%	11%	-4%	4%	22%	2.3%	4%	-10%
Cc1ccc(Nc2c([N+](=O)[O-])c(=O)oc3ccccc23)cc1	-10%	-2.0%	-6%	-6%	12%	6%	2.0%	11%	-7%
COc1cc(NC(=O)c2ccc(F)cc2)c(OC)cc1Cl	-9.5%	-0.4%	3%	-6%	-5%	0%	2.4%	5%	-2%
CCc1ccccc1NC(=S)Nc1cc(OC)c(NC(=O)C(C)C)cc1OC	/	-0.6%	-2%	-10%	0%	12%	2.4%	29%	/
CC(C)NC(=O)CN(Cc1ccc(F)cc1)C(=O)CCC(=O)Nc1nccs1	/	-1.3%	3%	-6%	2%	4%	0.5%	5%	7%
CC(=O)Nc1ccc(S(=O)(=O)N2CCN(C(=O)c3ncoc3-c3cccc(C)c3)CC2)cc1	/	-1.3%	5%	-12%	6%	5%	?	6%	-3%
O=C(NC(=O)c1ccc(Cl)cc1)OC1CCCCC1	-4.5%	1.1%	-2%	3%	-3%	11%	1.6%	4%	-3%
CCOc1cccc2cc(C(N)=O)c(=N)oc12	/	-1.6%	14%	-4%	11%	/	/	5%	3%
CSC1=NCCN1S(=O)(=O)c1ccc(Cl)cc1	-4.7%	-0.2%	2%	-7%	18%	6%	1.1%	10%	-6%
c1ccc2cc(Sc3ncnc4c3oc3ccccc34)ccc2c1	-15%	14%	10%	-5%	2%	11%	1.2%	-2%	-3%
CCOc1ccc2c(c1)sc(=NC(=O)C1CC1)n2C	-5.0%	-1.8%	0%	4%	4%	23%	-0.2%	7%	-6%
COc1ccc(CNC(=O)Cn2cc(C(F)(F)F)ccc2=O)cc1OC	/	1.0%	9%	-7%	11%	1%	1.1%	4%	-4%
CCc1ccc(CCC(=O)Nc2sc3c(c2C#N)CCCC3)o1	-4.8%	8.0%	-9%	6%	0%	28%	2.1%	10%	-4%
Cc1ccc(C2C(C(=O)c3cc4ccccc4o3)=C(O)C(=O)N2CCN2CCOCC2)cc1 (stereo not drawn)	/	6.1%	29%	-6%	6%	11%	2.5%	5%	-3%
O=C(Cc1cccs1)Nc1nnc(C2CC2)s1	-2.1%	-0.5%	-12%	-7%	2%	5%	2.8%	-5%	-8%
CN1CC(=O)N(CC(=O)Nc2ccc(Cl)c(C(F)(F)F)c2)C1=O	-0.2%	1.3%	1%	2%	3%	12%	3.1%	-9%	6%
O=[N+]([O-])c1cnc(Sc2ccncn2)s1	/	0.2%	-73%	-4%	1%	?	-1.6%	1%	-9%
Cc1ccc(-c2nc(SC(C)C(=O)N3CCCC3)n[nH]2)cc1 (stereo not drawn)	/	/	/	/	/	18%	1.8%	8%	-6%
COc1cccc(C2/C(=C(\O)c3c(C)nc4c(C)cccn34)C(=O)C(=O)N2CCCN(C)C)c1OC (stereo not drawn)	1.2%	-0.4%	-3%	-6%	0%	/	/	/	/
COc1ccc(C(=O)NC=C2C(=O)OC(C)(C)OC2=O)cc1	-8.4%	0.1%	-4%	-6%	0%	11%	2.5%	10%	0%
CC(=O)N/N=C(/c1ccccc1)C(O)c1ccccc1 (stereo not drawn)	/	1.5%	-3%	-2%	0%	10%	0.8%	14%	-5%
COc1ccc(C2(O)CCN(Cc3nnnn3Cc3ccc(C)cc3)CC2)cc1	-8.3%	1.1%	-9%	-4%	6%	4%	-0.2%	-2%	-1%
Cc1ccccc1OCC(=O)OCC(=O)Nc1cc(S(=O)(=O)N2CCCCC2)ccc1Cl	/	/	/	/	/	12%	0.3%	10%	-7%
N#Cc1cc2cc3c(cc2nc1NCCNC(=S)NCCCN1CCOCC1)OCO3	-0.2%	-0.2%	7%	-15%	-6%	9%	1.2%	7%	0%
COc1ccc(NC(=O)CSc2nnc(C3CCCCC3)n2-c2ccccc2)cc1	-5.1%	0.4%	-3%	-10%	-3%	0%	1.5%	9%	-3%
CCOC(=O)NN1C(=O)c2ccccc2NC1c1ccc(OC)cc1OC (stereo not drawn)	-5.0%	-0.1%	16%	-9%	-4%	9%	0.6%	6%	-8%
COc1ccc(NC(=O)CN(Cc2ccccc2)S(C)(=O)=O)cc1	-5.2%	-0.7%	-2%	-2%	-3%	4%	2.2%	8%	0%
CON(C)c1nc(OCCNC(=O)OCc2ccc(Cl)cc2Cl)nc(N(C)C)n1	-4.3%	-2.4%	-6%	-6%	6%	11%	0.4%	11%	5%
CCC1CCCCN1C(=O)CSc1nnc(-c2c[nH]c3ccccc23)o1 (stereo not drawn)	-1.4%	1.3%	1%	-4%	-4%	24%	?	8%	-1%
CSc1nc2c(c(=O)[nH]1)C(c1cccc(Cl)c1)CC(=O)N2 (stereo not drawn)	-4.5%	0.8%	-4%	-3%	3%	15%	0.3%	9%	7%
COC(=O)c1cccc(Nc2ncnc3sccc23)c1	-1.7%	1.0%	11%	-4%	5%	25%	19%	7%	-6%
Cc1nc(-c2ccc(C(=O)O)cc2)cs1	24%	-1.8%	-1%	0%	-3%	-2%	4.3%	6%	-1%
Cc1ccc(SC(C)c2nc(-c3ccncc3)no2)cc1 (stereo not drawn)	-3.4%	-0.3%	-2%	-1%	2%	5%	-1.3%	15%	4%
COCc1cc(C)nc(NC2CCCCC2)c1C#N	-7.6%	-0.7%	5%	-16%	-2%	-3%	1.1%	-4%	-8%

# Compound profiles (already shown). Values in the order: XIAP displacement, HIV fusion peptide, AID2073, LYP phosphatase, SIAH1 antagonists, SV40 large T antigen, RSV antiviral HEp-2, Rac1 GTP hydrolysis, Dengue-2 NS5 capping
# `CCOc1ccccc1CN1CCN(S(=O)(=O)CC)CC1` reads -2.8%, 27%, 4%, 0%, 3%, -1%, -0.6%, 22%, 0%
# `Cc1ccc(C2C(C(=O)c3cc4ccccc4o3)=C(O)C(=O)N2CCN2CCOCC2)cc1` (stereo not drawn) reads /, 6.1%, 29%, -6%, 6%, 11%, 2.5%, 5%, -3%
